S2 tox = Viability Counterscreen for Primary qHTS for Inhibitors of ATXN expression; AID 651635, 2014; 0.49% of 400,000 active; Potency, µM (doses to about 56.7 µM), actives largely listed as cytotoxic; S2 cells (HEK-293 line with an ATXN2-luciferase reporter) viability, CellTiter-Fluor protease fluorescence, 24 h; note: nearly all actives have a fitted effect of over 40% in size
TGFb SMAD3 inh = qHTS for Inhibitors of TGF-b; 1.2% of 410,000 active; Potency, µM (titrated, usually from 46.1 µM), without a hit: top-dose activity, negative = inhibition, actives largely listed as inhibitors; AID 588855, 2011; HepG2 CAGA-GFP TGF-b/SMAD3 reporter, GFP fluorescence, 18 h; TGF-beta stimulated, 500 pg/mL final; note: % is set by controls: 0 for no effect and ±100 for the full control effect; nearly all actives have a fitted effect of over 65% in size
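Inhibition of TGF-beta-driven CAGA-GFP reporter expression in HEPG2 cells is measured by cellular GFP fluorescence after 18 h stimulation with 500 pg/mL recombinant TGF-beta in 1% FBS medium at 37 degrees C.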
MCF10A rereplic = A quantitative high throughput screen for small molecules that induce DNA re-replication in MCF 10a normal breast cells; MCF 10A DNA re-replication, Hoechst nuclear intensity, 48 h; Potency, µM (doses to about 46.1 µM), without a hit: at the top dose activity, positive = re-replication, actives largely listed as activators; 2.9% of 350,000 active; note: % of control where 0% means no effect; nearly all actives have a fitted effect of over 50% in size
A549 tox = Nrf2 qHTS screen for inhibitors: counterscreen for cytotoxicity; Potency, µM (titrated, usually from 46 µM), without a hit: at the top dose activity change, negative = cytotoxicity, usual class: inhibitors; 0.16% of 390,000 active; A549 ARE-Fluc cells, CellTiter-Fluor viability, 18-24 h; note: % is set by controls: 0 for no effect and ±100 for the full control effect
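A549 ARE-Fluc cells in 5% FBS OPTI-MEM, 5000 cells/well, rested 2 h then exposed to compounds in concentration-response for 18-24 h at 37 °C. Viability by CellTiter-Fluor fluorescence (Ex 405/Em 525) after 30 min; luciferase luminescence (BugLite, 15 min, RT) read afterwards.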
EPAC2 antag = qHTS for Antagonist of cAMP-regulated guanine nucleotide exchange factor 2 (EPAC2): primary screen | Rap guanine nucleotide exchange factor 4 (Homo sapiens), Q8WZA2 | Potency, µM (titrated, usually from 114 µM), for inactives: at the highest dose activity, negative = inhibition, most hits filed as inhibitors | EPAC2 GEF exchange of Rap1B-BODIPY-GDP, fluorescence | 0.18% of 360,000 active; note: % is set by controls: 0 for no effect and ±100 for the full control effect; nearly all actives have a fitted effect of over 45% in size; many of its hits are not listed in these tables
Target sequence (Q8WZA2 whole entry, looked up): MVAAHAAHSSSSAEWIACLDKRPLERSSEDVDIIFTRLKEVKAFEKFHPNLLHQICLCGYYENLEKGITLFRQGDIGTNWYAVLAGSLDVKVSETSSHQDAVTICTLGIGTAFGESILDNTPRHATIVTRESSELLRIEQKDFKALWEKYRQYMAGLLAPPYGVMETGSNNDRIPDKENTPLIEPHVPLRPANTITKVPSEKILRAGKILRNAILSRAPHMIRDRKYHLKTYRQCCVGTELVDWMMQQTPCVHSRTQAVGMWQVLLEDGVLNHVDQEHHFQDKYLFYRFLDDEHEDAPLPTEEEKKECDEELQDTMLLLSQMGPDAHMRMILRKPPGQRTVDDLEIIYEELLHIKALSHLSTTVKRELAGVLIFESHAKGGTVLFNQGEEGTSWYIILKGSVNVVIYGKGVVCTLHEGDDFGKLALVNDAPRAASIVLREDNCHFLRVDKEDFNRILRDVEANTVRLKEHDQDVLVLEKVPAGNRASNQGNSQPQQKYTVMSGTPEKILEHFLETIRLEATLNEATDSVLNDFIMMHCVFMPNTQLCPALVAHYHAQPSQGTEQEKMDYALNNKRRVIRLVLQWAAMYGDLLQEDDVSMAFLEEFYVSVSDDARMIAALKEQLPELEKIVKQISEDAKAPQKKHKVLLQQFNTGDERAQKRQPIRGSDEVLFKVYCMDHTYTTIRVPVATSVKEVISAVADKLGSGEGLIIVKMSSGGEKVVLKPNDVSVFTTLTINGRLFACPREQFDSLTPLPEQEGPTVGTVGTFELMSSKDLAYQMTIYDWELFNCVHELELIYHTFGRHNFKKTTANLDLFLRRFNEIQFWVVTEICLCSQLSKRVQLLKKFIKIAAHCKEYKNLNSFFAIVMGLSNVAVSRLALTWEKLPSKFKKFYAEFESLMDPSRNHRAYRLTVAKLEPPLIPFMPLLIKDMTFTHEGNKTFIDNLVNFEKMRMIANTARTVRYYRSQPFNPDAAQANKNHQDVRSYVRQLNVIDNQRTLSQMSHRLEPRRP
Nrf2 ARE act = qHTS of Nrf2 Activators; 0.31% of 410,000 active; AREc32 ARE-luciferase reporter (MCF7-derived line), luminescence, 24 h; Potency, µM (series often up to 46.1 µM), for the others: at the top dose activation, hits mostly activators; note: % of control where 0% means no effect; nearly all actives have a fitted effect of over 65% in size
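For detection, Steady-Glo was added and plates sat 30 min at RT; before that, AREc32_Fluc cells grown overnight in OPTI-MEM/5% FBS had been treated with 23 nL compound for 24 hr at 37 deg C.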
HepG2 tox = qHTS for Inhibitors of TGF-b: Cytotox Counterscreen. HepG2 CAGA-GFP viability, ATP luminescence, 18 h. Potency, µM (doses to about 46.1 µM), without a hit: at the highest dose activity change, negative = cytotoxicity, most hits filed as cytotoxic. AID 588856, 2011. 0.76% of 410,000 active; note: some results filed as inactive show a strong effect at the top dose
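CellTiter-Glo luminescence gave cytotoxicity after 18 hours at 37 degrees C. The cells were HepG2 CAGA-GFP in 1% FBS DMEM, stimulated with 500 pg/mL TGF-beta after compound addition. %Activity was normalised to no-cell wells (complete cell-killing) and DMSO (no toxicity), and curves were fitted and classified.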
Nrf2 block = Nrf2 qHTS screen for inhibitors; AID 504444, 2011; A549 ARE-Fluc reporter, luciferase luminescence, 18-24 h; 2.1% of 360,000 active; Potency, µM (top dose mostly 46 µM), for the others: at the top dose activity change, negative = inhibition, most hits filed as inhibitors; note: % is set by controls: 0 for no effect and ±100 for the full control effect; nearly all actives have a fitted effect of over 60% in size
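A549 ARE_Fluc cells, 5000/well, 5% FBS OPTI-MEM; compounds in dose-response, 18-24 h at 37 °C/5% CO2; CellTiter-Fluor viability read (Ex 405/Em 525), then BugLite luciferase luminescence = Nrf2 activity.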
ATXN2 expr inh = Primary qHTS for Inhibitors of ATXN expression; AID 1745845, 2022; Potency, µM (top dose mostly 57 µM), for the others: top-dose activity change, negative = inhibition, most hits filed as inhibitors; 0.72% of 360,000 active; HEK-293 ATXN2-luciferase reporter, luminescence, 24 h; note: % is set by controls: 0 for no effect and ±100 for the full control effect; nearly all actives have a fitted effect of over 55% in size
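qHTS (up to 57 uM final) was run with 24 h compound exposure of reporter cells at 37 °C. Each well was multiplexed: SteadyGlo luminescence measured ATXN2-luciferase expression after a fluorogenic Gly-Phe-AFC viability readout (25 uM final).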
* = called active by the depositor; i = inactive; ? = inconclusive; . = no result given; [ ] = another dose, or the depositor's remark. Calls come from the whole dose curve; as a rule, active = well fitted curve in the direction sought with a large enough effect; inconclusive = small, poorly fitted or top-dose-only effect, or another doubt; inactive = no such curve, though single readings can be large; an effect the other way counts as inactive or inconclusive. Potency is the fitted concentration of half-maximal effect. These rows are one share of the data; rates above refer to the full screens.

SMILES | S2 tox | TGFb SMAD3 inh | MCF10A rereplic | A549 tox | EPAC2 antag | Nrf2 ARE act | HepG2 tox | Nrf2 block | ATXN2 expr inh
CC1=C/C(=C\c2ccc(Br)o2)C(=O)O1 | i | -17% | 1% | 0% | ? | 0.4% | 12% | 10% | -2%
COc1ccc(C(=O)OCC(=O)NCc2ccco2)cc1S(=O)(=O)N1CCN(c2cccc(Cl)c2)CC1 | i | -2% | 8% | -4% | 22% | 0.7% | 1% | ? | -12%
Cc1cccn2c(=O)c3cc(C#N)c(=O)n(-c4c(C)n(C)n(-c5ccccc5)c4=O)c3nc12 | i | ? | -23% | ? | 4% | 1.5% | 17% | ? | 6%
CCN(Cc1nc(-c2ccc(OC)cc2)no1)C(=O)c1ccc2c(c1)OCO2 | i | -17% | -1% | -6% | -9% | -0.3% | -51% | ? | -16%
CCOC(=O)C1CCN(C(=O)CS(=O)(=O)Cc2nc(-c3ccccc3Cl)oc2C)CC1 | i | -16% | -1% | 0% | 0% | -0.1% | -10% | 9% | -5%
O=C(CSc1nc2cc(S(=O)(=O)N3CCOCC3)ccc2o1)NC1CCCc2ccccc21 (configuration not stated) | i | -3% | 6% | 8% | -1% | 3.1% | 5% | -2% | 3%
COc1nc(-c2ccc(Cl)cc2)ccc1-c1noc(-c2cccs2)n1 | ? | -10% | 6.5µM* | -28% | 4% | 8.6% | -9% | ? | ?
COc1ccc(C(=O)COC(=O)C(Cc2c[nH]c3ccccc23)NC(=O)c2ccc(C(C)(C)C)cc2)cc1 (configuration not stated) | i | -3% | . | 0% | . | -0.9% | 1% | -8% | 9%
O=C(CSc1nc2ccccc2n1Cc1ccccc1)N/N=C/c1ccco1 | i | -17% | 20% | -18% | -6% | ? | -15% | 8.2µM* | -10%
COc1ccc(CN(C(=O)c2cccs2)C(C(=O)NC2CCCCC2)c2ccc3ncccc3c2)cc1 (configuration not stated) | ? | -4% | -3% | -5% | 3% | 2.8% | 1% | -6% | -13%
CC(=O)N(C(C)=O)S(=O)(=O)c1ccc(N=NN2CCOCC2)cc1 | ? | 5% | -3% | -2% | 2% | -0.1% | 9% | 5% | -1%
Cc1noc(C)c1COc1ccc(CC(=O)NCCc2ccccn2)cc1 | i | 6% | 4% | -4% | 1% | 0.0% | -3% | 5% | 0%
COc1ccc(/C=N/NC(=O)CSCC(=O)Nc2ccccc2)cc1 | i | -17% | 3% | 0% | 2% | 3.1% | -2% | 8% | 6%
COc1ccc(/C=C2\Oc3ccccc3C2=O)cc1 | i | -15% | -30% | 6% | 12% | 27% | -20% | ? | -25%
CCS(=O)(=O)c1ccc(-c2cccc(NC(=O)COc3ccccc3)c2)nn1 | i | 0% | -2% | -3% | 0% | -0.5% | 2% | 11% | .
CC1CCC/C(=N\NC(=S)Nc2ccccc2)C1 (configuration not stated) | i | 0% | 5% | 5% | 14% | 4.6% | -24% | 10% | 20%
COc1cccc(C2CC(c3ccc(NS(C)(=O)=O)cc3)=NN2C(=O)c2ccccc2)c1OC (configuration not stated) | i | -14% | 3% | -13% | -11% | 3.1% | -19% | ? | -35%
CC(C)(C)OC(=O)N1CCC(NC(=O)c2[nH]cnc2C(=O)Nc2ccccc2)CC1 | ? | 13µM* | -16% | -5% | -11% | -0.1% | 6% | -17% | ?
CC(=O)N1CCCC1c1nc2ccccc2n1Cc1ccccc1C (configuration not stated) | . | -1% | . | ? | . | 1.2% | -10% | 3.3µM* | .
COCCn1c(=NC(=O)c2cc(Cl)sc2Cl)sc2cc(S(N)(=O)=O)ccc21 | i | 22% | ? | 1% | -6% | ? | -16% | -24% | -28%

Sorted by count of non-hydrogen atoms (highest first): some entries from above
SMILES | S2 tox | TGFb SMAD3 inh | MCF10A rereplic | A549 tox | EPAC2 antag | Nrf2 ARE act | HepG2 tox | Nrf2 block | ATXN2 expr inh
CCS(=O)(=O)c1ccc(-c2cccc(NC(=O)COc3ccccc3)c2)nn1 | i | 0% | -2% | -3% | 0% | -0.5% | 2% | 11% | .
COCCn1c(=NC(=O)c2cc(Cl)sc2Cl)sc2cc(S(N)(=O)=O)ccc21 | i | 22% | ? | 1% | -6% | ? | -16% | -24% | -28%
COc1ccc(/C=N/NC(=O)CSCC(=O)Nc2ccccc2)cc1 | i | -17% | 3% | 0% | 2% | 3.1% | -2% | 8% | 6%
CC(=O)N(C(C)=O)S(=O)(=O)c1ccc(N=NN2CCOCC2)cc1 | ? | 5% | -3% | -2% | 2% | -0.1% | 9% | 5% | -1%
COc1ccc(/C=C2\Oc3ccccc3C2=O)cc1 | i | -15% | -30% | 6% | 12% | 27% | -20% | ? | -25%
CC1CCC/C(=N\NC(=S)Nc2ccccc2)C1 (configuration not stated) | i | 0% | 5% | 5% | 14% | 4.6% | -24% | 10% | 20%

Continued:
SMILES | S2 tox | TGFb SMAD3 inh | MCF10A rereplic | A549 tox | EPAC2 antag | Nrf2 ARE act | HepG2 tox | Nrf2 block | ATXN2 expr inh
O=C(NCc1ccc(F)cc1)c1cnc(-c2ccccn2)nc1C(F)(F)F | i | -2% | ? | -1% | 24% | 0.6% | 5% | 13% | 5%
COc1cccc(C(=O)N2CCC2(C)C(=O)NC(C)C)c1 (configuration not stated) | i | 0% | . | . | 4% | -0.4% | -39% | . | -7%
O=C(NNc1cc(Cl)cc(Cl)c1)c1c(F)cccc1Cl | i | -13% | -1% | 1% | -7% | 0.7% | 8% | -18% | -6%
Cc1cccc(-c2nc3ccccc3c(=O)n2NC(=O)Cc2ccc(Cl)cc2)c1 | ? | -14% | 11% | -19% | 1% | 5.2% | -13% | ? | .
CCSC1OC(C(COC(C)=O)OC(C)=O)C(OC(C)=O)C1NC(C)=S (configuration not stated) | i | -15% | -6% | 2% | 10% | -0.1% | -9% | 7% | -12%
CCOC(=O)c1ccccc1NC(=O)CN1C(=O)c2ccccc2S1(=O)=O | i | 8% | ? | 1% | 3% | -0.1% | 7% | 6% | 2%
CC(C)NS(=O)(=O)c1ccc(OCC(=O)NCc2ccco2)cc1 | i | 0% | -16% | 0% | 12% | 0.0% | 0% | -10% | -17%
O=[N+]([O-])c1cccc(OCCCN2CCC(Cc3ccccc3)CC2)c1 | i | ? | -6% | -4% | -9% | 0.3%[9.22 µM] | -34% | 2% | -35%
CCOc1ccccc1NC(=O)CSc1nnc(CNC(=O)c2ccccc2F)o1 | i | -3% | 0% | 2% | -7% | -0.4% | -3% | -2% | -16%
CS(=O)(=O)NNC(=O)CN1C(=O)C2C3C=CC(C3)C2C1=O (configuration not stated) | i | 7% | -16% | 8% | 12% | -0.9% | 8% | 26% | 11%[11.3 µM]
COC(=O)c1cc2ccccn2c2c(C(=O)OC)c(C(=O)OC)cc1-2 | ? | -3% | 1% | -27% | -11% | -0.5% | 1% | 7% | -8%
CCCCOc1ccc(OCCNC(=O)C2CCCN2C(=O)Nc2ccccc2)cc1 (configuration not stated) | i | -18% | 23% | 2% | 0% | -0.1% | -19% | 6% | -31%
Cc1cc(Cl)ccc1NC(=O)CSc1nnc(Cc2cccs2)n1Cc1ccco1 | i | ? | ? | -8% | 0% | -0.3% | -23% | 6% | -6%
O=C(N/N=C/C=C/c1ccccc1)C1CC1(c1ccccc1)c1ccccc1 (configuration not stated) | i | -7% | 0% | -9% | 3% | -0.6% | 2% | ? | 2%
CCCC1=C(C(=O)OCC)C(c2ccc(N(C)C)cc2)n2ncnc2N1 (configuration not stated) | ? | 4% | 5% | -8% | 7% | 0.0% | -20% | -9% | 4%
CCN(CC)C1=NS(=O)(=O)c2cc([N+](=O)[O-])ccc21 | i | 13% | ? | -7% | -7% | -0.3% | 7% | ? | -27%
Cc1c(C(=O)N/N=C/c2cccs2)nnn1-c1nonc1N | i | ? | -9% | 1% | 2% | 10.0% | -34% | ? | 1%
CCOC(=O)c1ccc2nc(C)c(CCC(C)=O)c(Cl)c2c1 | i | 6% | -4% | 5% | 7% | 7.5% | 2% | ? | 60%[activator]
O=C(O)c1cc(S(=O)(=O)N(Cc2ccccc2)c2ccccc2Cl)ccc1Cl | i | -7% | 1% | -6% | -19% | 1.6% | -12% | -28% | .
CSCCC(NC(=O)COc1ccccc1)C(=O)OCCOc1ccc(Br)cc1 (configuration not stated) | i | 2% | -3% | 12% | -16% | -0.5% | -6% | -2% | 0%
CCOc1ccc(S(=O)(=O)N2CCCC(C(=O)NCc3ccccc3)C2)cc1 (configuration not stated) | i | 1% | 2% | 10% | 6% | -0.7% | 0% | 5% | 6%
NS(=O)(=O)c1cc(C(=O)OCC(=O)Nc2ccc3c(c2)OCO3)ccc1Cl | i | 25% | 0% | -1% | -8% | -0.4% | 0% | ? | 6%
COc1cccc(NC(=O)c2cc(-c3ccc(OC)cc3OC)nc3ccccc23)c1 | i | ? | -5% | -12% | 0% | 0.6% | -17% | -13% | .
O=C(O)C1CC=CCC1C(=O)Nc1cc(Cl)ccc1Cl (configuration not stated) | i | 0% | -3% | -1% | 5% | 0.0% | 5% | -5% | 26%
CCCC[N+](C)(C)CCC(=O)NC(C)(C)CS(=O)(=O)[O-] | i | -16% | -2% | 7% | 15% | -1.5% | -10% | . | -15%
CC1Cc2ccccc2N1CC(=O)NC(c1ccccc1)c1ccccc1 (configuration not stated) | i | ? | ? | -5% | -2% | 6.9% | -21% | ? | -9%
Nc1[nH]c(N=NC(=O)c2ccccc2)c2ccccc12 | i | 5% | -1% | -1% | 9% | -0.3% | 2% | 19% | 15%
CN(C)c1ccc(C(=O)NN2C(=O)c3ccccc3C2=O)cc1 | i | -16% | 16% | 10% | -11% | 0.4% | -16% | 0% | 11%
COC(=O)c1sccc1NC(=O)Cn1nnc(-c2ccc(C)cc2)n1 | i | -17% | 3% | 6% | 0% | 0.1% | 0% | . | -6%
COc1ccc(S(=O)(=O)N2CCOCC2)cc1C(=O)N(C)CCOc1ccc(Cl)cc1 | i | -33% | 15% | -1% | -15% | -0.1% | -31% | ? | .
